NCOA1 inh – inhibits human SRC1 coactivator; Q15788; HEK293 GAL4-SRC1 luciferase reporter, luminescence; inhibition, % at 3.6 µM; actives 0.12% (n = 360,000); AID 588354;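 active = inhibition above the campaign mean plus 3 SD, with each screening campaign given its own cutoff, cut at about 60% in these data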;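 also: 0% = DMSO treated cells and 100% = gossypol at 36 µM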
ABHD5-PLIN5 inh – blocks binding of human ABHD5 to perilipin-5. Q00G26+Q8WTS1. actives 0.78% (n = 360,000). Split G. princeps luciferase complementation, luminescence, 4 h. inhibition, % at 4 µM;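 active = inhibition above the mean inhibition across every tested compound plus 3 SD, cut at about 22% in these data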;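 also: 0% = DMSO only wells and the 100% control is not disclosed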
TLR9-MyD88 block – blocks human TLR9 binding to MyD88; Q9NR96+Q99836; CHO BLA complementation TLR9-MyD88, CCF4 FRET ratio; inhibition, % at 4.98 µM; actives 0.21% (n = 340,000); AID 504734;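 active = inhibition above the mean over all tested compounds plus 3 SD, cut at about 21% in these data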;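 also: 0% = DMSO only wells and 100% = clavulanate BLA inhibitor control wells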
COUP-TFII inh – NR2F2 (human) inhibition, primary screen. P24468. HEK293T NGFI-A luciferase reporter, luminescence. inhibition, % at 8.6 µM. actives 0.7% (n = 370,000). AID 686940;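 active = inhibition above a per-plate cutoff, mean inhibition of test wells between control levels plus 3 SD, cut at about 38% in these data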;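 also: cells cotransfected with COUP-TFII expression vector driving the NGFI-A reporter; 0% = median of COUP-TF2 test wells and 100% = reporter-only cells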
Target sequence (P24468 whole entry, looked up): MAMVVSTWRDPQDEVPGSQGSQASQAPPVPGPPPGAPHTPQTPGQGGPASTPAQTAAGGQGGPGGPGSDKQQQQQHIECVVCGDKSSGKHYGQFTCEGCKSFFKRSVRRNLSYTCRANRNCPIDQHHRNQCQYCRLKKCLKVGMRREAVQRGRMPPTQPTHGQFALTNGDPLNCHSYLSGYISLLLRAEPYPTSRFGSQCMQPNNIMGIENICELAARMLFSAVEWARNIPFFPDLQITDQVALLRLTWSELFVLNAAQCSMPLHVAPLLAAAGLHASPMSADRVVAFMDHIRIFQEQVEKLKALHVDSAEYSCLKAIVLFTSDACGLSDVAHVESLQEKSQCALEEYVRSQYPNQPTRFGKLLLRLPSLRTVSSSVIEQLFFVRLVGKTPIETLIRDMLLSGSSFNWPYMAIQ
LRH-1 inv ag – NR5A2 inverse agonism in reporter assay. O00482. HEK293T StAR-luciferase reporter, LRH-1 transfected, 24 h. inhibition, % at 3.6 µM. actives 0.13% (n = 360,000). AID 602396;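 active = inhibition above the mean inhibition of all tested compounds plus 3 SD, cut at about 73% in these data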;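 also: 0% = DMSO wells and 100% = reporter-only cells lacking LRH-1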
TROY signal inh – inhibitors of TROY-dependent NF-kB signaling | AID 1347056 | actives 0.98% (n = 360,000) | Q293 LMP1-TROYcd NF-kB luciferase reporter, 4 h | inhibition, % at 10 µM;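 active = compounds whose plate-normalised and pattern-corrected inhibition of the luciferase reporter signal at the single screening dose is 50% or more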
Exocytosis inh – lytic granule exocytosis inhibition; AID 651702; inhibition, % at 10 µM; TALL-104 LAMP-1 surface exposure, flow cytometry; cells stimulated with thapsigargin and PMA; actives 0.66% (n = 360,000);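 active = inhibition above about 55%, limit read from the data; inconclusive = no clear call, values can overlap the other calls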
TWEAK Fn14 block – inhibitors of TWEAK-Fn14 interaction signaling; TWEAK-stimulated Fn14 reporter cells, luciferase luminescence, 8 h; inhibition, % at 10 µM; actives 2% (n = 360,000); AID 1159606; in the data active = inhibition above about 50%
NCOA2 inhibitor – human SRC2 (NCOA2) inhibition. Q15596. HEK293 GAL4-SRC2 luciferase reporter, luminescence. inhibition, % at 9 µM. actives 0.17% (n = 370,000). AID 651957;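 active = inhibition above the mean inhibition of all tested compounds plus 3 SD, set per campaign, cut at about 52% in these data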;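 also: 0% = DMSO treated cells and 100% = cells given Gossypol at 36 µM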
SRC3 inh – human NCOA3 inhibition | actives 0.17% (n = 360,000) | Q9Y6Q9 | inhibition, % at 3.6 µM | HEK293 GAL4-SRC3 luciferase reporter, luminescence;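 active = inhibition above a per-campaign cutoff, the mean of all compounds plus 3 SD, cut at about 60% in these data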;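 also: 0% = DMSO-treated cells and 100% = gossypol-treated cells at 36 µM; higher means less SRC3-driven luciferase light from the GAL4 reporter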
NOD2-RIPK2 inh – blocks binding of human NOD2 to RIPK2 | O43353 | CHO BLA complementation NOD2-RIPK2, CCF4 ratio | inhibition, % at 4.98 µM | actives 0.38% (n = 360,000); in the data active = inhibition above about 21%;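 also: 0% = vehicle only and 100% = reference blocker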
Target sequence (O43353 whole entry, looked up): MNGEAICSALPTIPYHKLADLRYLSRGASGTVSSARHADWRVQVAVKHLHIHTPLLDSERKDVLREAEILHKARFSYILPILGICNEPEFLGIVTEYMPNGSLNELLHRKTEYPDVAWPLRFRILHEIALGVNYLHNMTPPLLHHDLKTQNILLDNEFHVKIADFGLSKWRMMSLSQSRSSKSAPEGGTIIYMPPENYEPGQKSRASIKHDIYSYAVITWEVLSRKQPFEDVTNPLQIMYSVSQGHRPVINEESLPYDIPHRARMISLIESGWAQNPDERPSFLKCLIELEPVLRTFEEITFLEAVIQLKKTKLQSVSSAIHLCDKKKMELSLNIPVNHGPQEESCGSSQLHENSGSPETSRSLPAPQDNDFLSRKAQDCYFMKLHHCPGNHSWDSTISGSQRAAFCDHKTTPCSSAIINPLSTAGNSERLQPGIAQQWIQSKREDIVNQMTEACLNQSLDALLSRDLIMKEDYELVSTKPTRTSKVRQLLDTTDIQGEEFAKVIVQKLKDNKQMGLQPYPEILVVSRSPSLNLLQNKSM
* hit, by the source's call; ? = inconclusive; · = no result given. Not all compounds are listed, so the mix of outcomes need not match the whole.

Values run as follows: NCOA1 inh	ABHD5-PLIN5 inh	TLR9-MyD88 block	COUP-TFII inh	LRH-1 inv ag	TROY signal inh	Exocytosis inh	TWEAK Fn14 block	NCOA2 inhibitor	SRC3 inh	NOD2-RIPK2 inh
1: CN(C(=O)CSC(=O)c1ccccc1)c1ccccc1
    -5	-8	3	-3	-26	-1	-2	16	-29	-1	-2
2: Cn1cnnc1SCC(=O)Nc1cc(C(F)(F)F)ccc1N1CCOCC1
    12	2	-5	-8	4	-11	-6	-20	-22	9	-2
3: Cc1ccc(NC(=O)Cn2nc(-c3ccccc3Cl)ccc2=O)c(Br)c1
    -10	0	-7	-5	-3	-14	-5	4	-33	-13	-13
4: CC(Sc1nnc(COc2ccc(Cl)cc2)o1)C(=O)Nc1ccc(N2CCOCC2)cc1 (stereo not given)
    -38	-2	3	-8	7	-19	-4	-19	7	7	-5
5: Cc1cc(C)n(CC(O)CN(c2ccccc2)S(=O)(=O)c2ccccc2)n1 (stereo not given)
    5	9	8	-5	0	-4	0	7	-4	11	-11
6: COc1ccc(Cl)cc1C(=O)Nc1ccc(NC(=O)C(C)C)cc1
    -4	-2	-4	-16	-4	-21	-1	-16	9	12	2
7: Cc1ccc(CNC(=O)c2ccc(CS(=O)Cc3cccc(Cl)c3)o2)cc1 (stereo not given)
    -3	-7	1	-5	3	-15	13	-6	-14	10	8
8: CN1CCN(c2ccc(CNS(=O)(=O)c3ccccc3)cc2)CC1
    2	6	8	21	6	-27	1	-13	-3	5	10
9: COc1ccc(/C=C/C(=O)Nc2ccc(OC)nc2)cc1
    -8	-5	1	4	-32	-39	-6	13	-10	-5	-5
10: CCOc1ccc(-n2c(-c3ccccc3)c[n+]3c2CCCCC3)cc1
    21	-2	-4	67*	63	31	-3	29	21	37	-1
11: Oc1ccccc1C1CC(c2cccs2)=NC(c2ccc(Cl)cc2)N1 (stereo not given)
    -85	8	1	2	-2	-8	21	14	-24	13	-3
12: Clc1ccc(-n2ncc3c(NCc4ccco4)ncnc32)cc1
    -136	3	-10	-47	-125	-34	1	21	-27	-67	9
13: COC(=O)c1cccc(NC(=O)CSc2nnc(COc3ccccc3)n2C)c1
    8	-1	0	5	-8	4	-1	-4	12	6	-3
14: COc1cc(NS(=O)(=O)c2ccc(N/C=C\C(=O)c3ccc(OC)c(OC)c3)cc2)nc(OC)n1
    -5	3	6	-6	-40	-7	?	-17	10	10	5
15: CCCc1cc(=O)[nH]c(SCC(=O)Nc2cc(S(=O)(=O)N3CCOCC3)ccc2N(CC)CC)n1
    -3	6	-5	8	4	3	-7	-11	-4	-5	-8
16: COc1ccc(CNC(=O)C2CCN(c3nnc(N4CCCC4=O)s3)CC2)cc1
    3	-7	-1	0	0	-3	2	20	-10	-5	0
17: CC(=O)Nc1nc(C)c(-c2csc(Nc3cccc([N+](=O)[O-])c3)n2)s1
    21	8	2	0	23	37	2	59*	-58	36	0
18: O=C(NCc1ccc(Cl)s1)c1cc(COc2c(F)cccc2F)on1
    -176	-2	-19	-10	2	-12	-2	-23	-14	9	3
19: O=C(Nc1c(-c2ccc(Cl)cc2)[nH][nH]c1=O)c1ccccc1Cl
    -1	-32	·	15	-15	-7	-4	-1	17	10	-4
20: Cc1ccc(C)c(C2=CSC3=NS(=O)(=O)CCN23)c1
    5	3	-14	-6	-20	-3	0	2	12	0	-8
21: Cc1ccc(S(=O)(=O)Nc2ncccn2)cc1
    3	-3	0	-17	-10	-19	-1	21	-8	-11	-10
22: CCCNC(=O)COc1coc(CN2CCN(c3ccccc3F)CC2)cc1=O
    -6	3	0	8	3	-9	2	-12	19	11	-5
23: NC(=S)N/N=C/c1cn(CCC(=O)O)nc1-c1cccc(Br)c1
    1	-10	-4	0	4	-5	-3	0	12	-4	2
24: CC(=O)c1ccc(NC(=O)CN2C(=O)COc3ccc(S(=O)(=O)N4CCCC4)cc32)cc1
    0	-7	4	1	-12	5	-11	-3	-9	1	-1
25: COc1cc(NC(=O)CN2C(=O)NC(C)(c3ccccc3)C2=O)c(C)cc1[N+](=O)[O-] (stereo not given)
    -1	3	8	·	26	14	1	-9	·	21	-11
26: O=C(CN1CCCC1)Nc1ccc(Oc2ccc(NC(=O)CN3CCCC3)cc2)cc1
    5	4	7	12	-19	4	4	0	-23	23	3
27: CCCn1c(=N)n(CC(=O)c2ccc(Cl)cc2)c2ccccc21
    4	-3	3	10	-33	-12	55	-10	-6	7	3
28: COc1ccc(C(=O)NCc2nnc(SCC(=O)Nc3cc(Cl)ccc3OC)o2)cc1
    -1	-3	5	3	18	5	-1	-14	3	6	0
29: COc1ccccc1NC(=O)NNC(=O)COc1ccc2ccccc2c1
    -10	2	-4	12	22	-16	4	-7	-15	7	-18
30: NC(=O)c1ccc2nc(-c3ccccc3)c(-c3ccccc3)nc2c1
    2	1	-1	-3	-3	18	0	-12	11	-5	1

Continued; the last two above are carried over.
Values run as follows: NCOA1 inh	ABHD5-PLIN5 inh	TLR9-MyD88 block	COUP-TFII inh	LRH-1 inv ag	TROY signal inh	Exocytosis inh	TWEAK Fn14 block	NCOA2 inhibitor	SRC3 inh	NOD2-RIPK2 inh
29: COc1ccccc1NC(=O)NNC(=O)COc1ccc2ccccc2c1
    -10	2	-4	12	22	-16	4	-7	-15	7	-18
30: NC(=O)c1ccc2nc(-c3ccccc3)c(-c3ccccc3)nc2c1
    2	1	-1	-3	-3	18	0	-12	11	-5	1
31: CC(=O)C1CCC2C3CC(C)C4(O)CC(=O)CCC4(C)C3C(O)CC12C (stereo not given)
    -11	9	-7	5	-6	-5	2	18	-17	-16	-11
32: N#Cc1ccc(NC(=O)CN2C(=O)NC(Cc3ccccc3)C2=O)cc1 (stereo not given)
    4	2	2	10	12	-21	-1	-24	-38	-18	-3
33: O=C(CN(C(=O)CSc1nnc(COc2ccccc2)o1)c1ccc(F)cc1)NC1CCCC1
    -18	-7	9	-6	1	6	0	-1	16	4	3
34: CN(C)/C=C/C(=O)c1ccc([N+](=O)[O-])c(CS(=O)(=O)c2ccc(Cl)cc2)c1
    3	8	-9	-13	15	14	-4	-16	-7	2	-3
35: COc1ccccc1Nc1nc(N)nc(CSc2nccn2C)n1
    0	-6	-9	-5	-10	-3	-2	18	-25	-11	-14
36: COc1cc(SC)ccc1C(=O)OCC(=O)NCC(C)C
    -8	-7	-9	-5	-9	7	1	-3	4	-6	-3
37: O=C(CCn1c(=O)[nH]c2ccccc2c1=O)Nc1ccccc1
    10	-3	0	-18	-23	4	-3	1	12	-1	13
38: Cc1cc(C)c(C)c(OCCNCc2ccccc2)c1
    14	0	-1	5	-6	20	25	-17	-5	8	-1
39: O=c1[nH]c(SCc2ccccc2Cl)nc2c1CCC2
    4	0	-9	6	-6	18	0	10	-7	-10	-2
40: O=C(Nc1ccccc1OC(F)F)c1ccccc1
    -18	0	-1	-1	0	19	-4	3	-8	-3	-12
41: O=C(O)[C@@H]1CCCN1C(=O)CCc1c[nH]c2ccccc12
    5	1	-3	4	0	5	-5	18	-3	-5	-3
42: Cc1ccc(S(=O)(=O)N2CCOCC2)cc1NC(=O)COc1ccc(-c2nnco2)cc1
    17	3	-2	7	3	3	-3	13	4	14	-1
43: CCc1cccc(N=c2c([N+](=O)[O-])nn(-c3ccc(Cl)cc3)n2O)c1
    -7	-4	3	-17	30	-27	-2	-1	-20	-5	-1
44: O=C(CCCOc1ccccc1)Nc1cc(S(=O)(=O)N2CCOCC2)ccc1N1CCOCC1
    4	5	-7	6	-18	-6	8	-5	2	6	-14
45: O=C(c1ccccc1)c1ncc(C(F)(F)F)cc1Cl
    7	6	5	13	-2	7	-2	3	13	-3	2
46: COC(=O)CN1C(=O)N/C(=C/c2ccccc2OC)C1=O
    -9	2	-6	6	-9	-7	-3	1	-37	9	-6
47: c1ccc(CCC2CCCCN2Cc2nc(C3CC3)no2)cc1 (stereo not given)
    4	5	3	-15	13	-19	-1	-10	12	-1	-8
48: Cc1sc2ncnc(NC3CCN(Cc4ccccc4)CC3)c2c1C
    27	2	1	56*	37	31	-6	16	35	30	-3
49: Cc1[nH]n(C(N)=S)c(=O)c1N=Nc1ccc(S(=O)(=O)N2CCCCCC2)cc1
    -28	0	5	0	8	-13	-1	12	-3	18	3
50: Cc1ccc(S(=O)(=O)N2[C@@H](c3ccc(C(C)(C)C)cc3)C(C(=O)O)=CC[C@H]2c2ccc(Cl)c(Cl)c2)cc1
    -2	-11	1	13	-8	8	2	38	3	1	-3
51: COc1cc(NC(=O)COc2ccc(C)c(C)c2)ccc1NC(=O)c1ccco1
    -15	5	1	0	0	-11	?	19	-3	2	-1
52: C=C(C)CN(Cc1ccccc1)C(=S)Nc1ccccc1
    -16	1	-23	13	-2	-27	0	6	5	2	1
53: COc1ccccc1NS(=O)(=O)c1cc(NC(=O)CCC2CCCC2)ccc1N1CCOCC1
    12	-4	1	-15	7	15	0	10	32	13	-6
54: O=c1nc(-c2ccccc2)n(-c2ccccc2)[nH]1
    2	-1	14	-1	-3	14	1	15	2	5	-14
55: COc1ccc2nc3cc(Cl)ccc3c(C#N)c2c1
    -17	0	-156	2	-15	-44	0	-24	3	4	2
56: CNC(=O)c1c(NC(=O)c2ccc(S(=O)(=O)N3CCCCC3)cc2)sc2c1CCN(C(C)C)C2
    3	10	-9	-12	10	2	20	-15	-3	3	-6
57: CCCCNCCOCCOc1ccc(F)cc1
    10	-3	-6	-9	8	·	-2	19	-7	4	1
58: C=CCn1c(SCC(=O)NC2CCS(=O)(=O)C2)nc2scc(C3CC3)c2c1=O (stereo not given)
    -1	-4	3	1	-16	1	-1	5	2	12	-8
59: CNCCCCOc1ccc(C(C)(C)C)cc1Cl
    2	2	-3	-3	-8	31	3	15	26	-19	-2
60: CC(=O)c1cccc(CN2CCC(C(=O)Nc3ccc(Oc4cccnc4)cc3)CC2)c1
    -14	-3	-2	14	10	12	-2	19	18	19	5
61: O=C(O)c1ccc(/C=N/Nc2ncc(C(F)(F)F)cc2Cl)cc1
    -15	0	1	-10	-11	-34	-1	-18	-8	-16	-10
62: COc1ccccc1NC(=O)CN(Cc1ccco1)C(=O)c1cc2ccccc2o1
    -8	3	-6	·	1	20	1	20	·	2	-9
63: CCN(CC)C(=O)c1cccc(-c2csc(C(C)(O)c3ccc(OC)cc3)n2)c1 (stereo not given)
    13	-2	·	16	26	39	-4	42	8	-8	-4
64: O=C(CCN1CCCO1)NC1CCCc2c1cnn2-c1ccccc1F (stereo not given)
    6	-7	-7	8	-2	-6	-2	3	13	22	-3
65: CC(C)N1CCC(N2CCN(Cc3ccc(-c4ccc(Cl)cc4)o3)CC2CCO)CC1 (stereo not given)
    -17	21	-15	-13	5	0	14	19	-11	17	0
66: O=C(Cn1c(=O)oc2cc(S(=O)(=O)N3CCCC3)ccc21)Nc1ccccn1
    -2	6	·	8	1	-10	2	-3	-30	-1	-14
67: CCn1c(CS(=O)Cc2ccc(Cl)cc2Cl)nnc1SCc1c(Cl)cccc1Cl (stereo not given)
    -17	-5	-10	·	-7	3	-2	0	·	-23	-8
68: CCc1nnc(N/N=C/c2cc(C)c(C)cc2C)n1N
    13	-33	0	-8	26	12	-14	-17	-4	-6	7

Compound activity: PubChem BioAssay, several laboratories
